L3MBTL1 block – blocks human L3MBTL1 | AlphaScreen L3MBTL1–H3K9me1 peptide binding | Potency, µM (titrated, usually from 57.1 µM), for inactives: top-dose activity, negative = inhibition, usual class: inhibitors | actives 0.66% (n = 230,000) | AID 485360; also: nearly all actives have a fitted effect of over 60% in size
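L3MBTL1 (50 nM) pre-complexed 30 min with biotinylated H3(1-15)K9me1 peptide (75 nM), then compounds added for 30 min at room temperature; AlphaScreen streptavidin donor/nickel chelate acceptor beads (10 ug/mL final) read after 30 min dark incubation.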
TRb SRC2 PPI – disrupts binding of human TR beta to SRC2; actives 0.065% (n = 280,000); P10828; TRbeta-SRC2 peptide binding, fluorescence polarization; receptor liganded with 1 µM T3; Potency, µM (series often up to 106 µM), for the others: at the highest dose activity change, negative = inhibition, most hits filed as inhibitors;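 also: plate controls were bound peptide for no effect and peptide without receptor for full effect; nearly all actives have a fitted effect of over 50% in size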
Target sequence (P10828 whole entry, looked up): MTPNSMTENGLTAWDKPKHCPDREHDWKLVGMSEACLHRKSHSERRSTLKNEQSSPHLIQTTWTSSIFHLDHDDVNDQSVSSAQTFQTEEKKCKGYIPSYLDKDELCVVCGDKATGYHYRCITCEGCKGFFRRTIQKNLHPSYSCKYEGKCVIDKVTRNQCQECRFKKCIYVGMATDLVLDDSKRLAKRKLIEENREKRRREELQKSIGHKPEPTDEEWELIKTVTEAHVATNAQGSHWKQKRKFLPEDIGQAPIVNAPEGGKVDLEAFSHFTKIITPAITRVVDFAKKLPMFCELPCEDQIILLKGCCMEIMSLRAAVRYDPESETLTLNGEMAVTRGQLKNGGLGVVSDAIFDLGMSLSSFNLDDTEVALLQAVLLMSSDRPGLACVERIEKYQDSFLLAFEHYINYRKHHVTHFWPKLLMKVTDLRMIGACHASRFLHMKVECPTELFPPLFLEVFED
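Polarization signal, normalized between peptide-alone and full complex controls, measured compound effects on T3-liganded human TRb LBD (0.6 uM) binding 20 nM Texas Red SRC2 peptide after 5 hr.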
RECQ1 inh – blocks DNA unwinding by human RECQ1; Potency, µM (highest dose often 57.3 µM), without a hit: at the top dose activity, negative = inhibition, usual class: inhibitors; actives 0.54% (n = 240,000); P46063; RECQ1 DNA unwinding, red fluorescence kinetic read; AID 2549;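 also: plate controls were vehicle for no effect and no enzyme for full effect; nearly all actives have a fitted effect of over 30% in size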
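50 nM RECQ1T1 preincubated 15 min with compound in Tris pH 8.0 buffer with MgCl2, DTT, Tween-20 and 2.5 ug/ml poly(dI-dC); started with 200 nM TAMRA/BHQ-2 forked duplex and 2 mM ATP. Unwinding read as fluorescence (525/598 nm), two reads 2 h apart.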
GAA inhib – alpha-glucosidase (human) inhibition | P10253 | purified human GAA, 4-MU-alpha-glucoside fluorescence | Potency, µM (doses to about 76.9 µM), for inactives: top-dose activity change, negative = inhibition, usual class: inhibitors | actives 0.005% (n = 200,000) | AID 1466;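 also: plate controls were uninhibited enzyme wells for no effect and no-enzyme background for full effect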
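Fluorogenic assay: 4 nM human alpha-glucosidase with 400 uM 4-methylumbelliferyl-alpha-D-pyranoside in 50 mM citrate/phosphate, 0.005% Tween-20, pH 5.0, 20 min at room temperature. Compounds tested up to 77 uM; AC50 from Hill fits.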
TexasRed fluor – Texas Red fluorescence interference in TRb-SRC2 counter-screen. TRb/SRC2 Texas Red total fluorescence interference. Potency, µM (top dose mostly 106 µM), inactives show at the top dose fluorescence change, negative = quenching. actives 0.29% (n = 280,000); active = well fitted curve in either direction with a large enough effect; inconclusive = small, poorly fitted or top-dose-only effect
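Flags fluorescent or light-absorbing compounds by total fluorescence, S + 2P, at 555 nm excitation and 632 nm emission. Mixture: 20 nM Texas Red SRC2 peptide, 0.6 uM human TRb LBD, 1 uM T3, 5% DMSO; compound exposure 5 h at ambient temperature.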
RGS12 GoLoco inh – RGS12 GoLoco-Gai1 interaction inhibition. Gai1:RGS12 GoLoco peptide FP, rhodamine, 10 min. Potency, µM (highest dose often 61.6 µM), without a hit: top-dose activity, negative = inhibition, actives largely listed as inhibitors. actives 0.44% (n = 230,000). AID 880; active = well fitted inhibition curve with a large enough effect, not every such curve was filed as active; inactive = no such curve, though single readings can be large or run the other way; also: nearly all actives have a fitted effect of over 30% in size; many of its hits are not listed in these tables
Target sequence (P63096 whole entry, looked up): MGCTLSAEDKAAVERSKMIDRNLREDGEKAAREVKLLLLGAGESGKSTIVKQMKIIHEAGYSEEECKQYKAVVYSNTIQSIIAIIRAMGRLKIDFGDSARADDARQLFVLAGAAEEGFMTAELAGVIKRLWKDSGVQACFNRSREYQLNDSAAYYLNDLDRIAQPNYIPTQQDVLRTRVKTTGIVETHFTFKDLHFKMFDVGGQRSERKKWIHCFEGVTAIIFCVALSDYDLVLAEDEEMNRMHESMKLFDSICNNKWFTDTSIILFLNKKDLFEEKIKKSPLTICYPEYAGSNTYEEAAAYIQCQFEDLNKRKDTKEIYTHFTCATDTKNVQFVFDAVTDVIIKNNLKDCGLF
GAA spleen mod – lysosomal alpha-glucosidase (human) modulation; Potency, µM (doses to about 79.9 µM), for the others: top-dose activity change, negative = inhibition, hits mostly inhibitors; P10253; human spleen homogenate, 4-MU-alpha-glucoside fluorescence; actives 0.006% (n = 240,000);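 also: 0% = enzyme with vehicle and -100% = no enzyme basal signal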
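AC50 values come from Hill-equation fits of concentration-response data, normalized to no-enzyme and full-activity controls. Enzyme source: 1 ug human spleen homogenate; 1 mM fluorogenic 4-MU glucoside, pH 5.0 citrate buffer, 37 C, 40 min.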
GAA glycogen – inhibitors or activators of human alpha-glucosidase glycogen cleavage; Potency, µM (titrated, usually from 76.4 µM), inactives show at the highest dose activity change, negative = inhibition, hits mostly inhibitors; actives 0.38% (n = 300,000); recombinant GAA, glycogen substrate, Amplex Red glucose oxidase fluorescence; AID 2100; P10253;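 also: 0% = full enzyme reaction and -100% = no-enzyme basal signal; the screen sought inhibitors and activators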
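Recombinant human enzyme (4 nM); glycogen substrate; 37 C, 40 min, pH 5.0. Readout: coupled glucose oxidase/Amplex Red fluorescence.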
The depositor's hits bear a star; i = inactive; ? = inconclusive; nt = no result given; & = joins results of further samples; [ ] = another dose, or the depositor's remark. Unless noted, calls follow the shape of the dose curve; as a rule, active = well fitted curve in the direction sought with a large enough effect; inconclusive = small, poorly fitted or top-dose-only effect, or another doubt; inactive = no such curve, though single readings can be large; an effect the other way counts as inactive or inconclusive. Unless noted, % is scaled to controls: 0 for no effect and ±100 for the full control effect; potency is read from the fitted curve at half-maximal effect. An excerpt, so the mix of outcomes need not match the whole.

[1] CCN1C(=O)N(CC)C2C1N(CO)C(=O)N2CO (stereo not drawn)
[2] COC(=O)c1cc2nc(-c3ccc(OC)c(OC)c3)cc(C(F)(F)F)n2n1
[3] O=C(Nc1ccc(C(=O)O)cc1)/C(=C\c1ccc2c(c1)OCO2)NC(=O)c1ccco1
[4] O=C(Nc1ccccc1F)C(=Cc1sc(N2CCOCC2)nc1-c1ccccc1)C(=O)Nc1ccccc1F
[5] Nc1c(C(=O)NCc2ccc3c(c2)OCO3)nnn1Cc1cccc(F)c1
[6] COc1ccc(CC(=O)NN2C(=O)c3ccccc3C2=O)cc1
[7] O=C(Cc1csc(-c2ccccc2)n1)NCc1ccccc1F
[8] O=C(c1ccco1)N1CCN(S(=O)(=O)Cc2ccccc2Cl)CC1

compound no.,1,2,3,4,5,6,7,8
TRb SRC2 PPI,-4%,3%,?,-10%,-13%,1%,-6%,3%
RECQ1 inh,-2%,-7%,-3%,-10%,-5%,-9%,-1%,i
GAA glycogen,10%,7%,13%,18%,4%,-3%,1%,-6%
GAA inhib,-2%,-7%,-1%,-2%,nt,2%,10%,-9%
L3MBTL1 block,32%[activator],-1%,-4%,-6%,nt,4%,2%,-6%[11.4 µM]
TexasRed fluor,-6%,2%,-8%,1%,-2%,0%,0%,-2%
RGS12 GoLoco inh,-19%,-6%,9%,23%,0%,-1%,-164%,-5%
GAA spleen mod,1%,-6%,-8%,-8%,-1%,0%,-4%,-3%

[9] O=C(CCNS(=O)(=O)c1cccc2nonc12)NCc1cccs1
[10] CCCCCN1C=CC(=C2C(=O)c3ccccc3C2=O)C=C1
[11] COC(=O)c1c(-c2ccc(C)cc2)csc1NC(=O)c1c(-c2ccccc2)noc1C
[12] COC(=O)c1ccc(C(=O)NN)cc1
[13] O=S(=O)(CCc1nc2ccccc2o1)c1ccc2ccccc2c1
[14] O=C(Nc1cccc(S(=O)(=O)N2CCOCC2)c1)[C@@H]1CCCN1S(=O)(=O)c1ccc(Cl)cc1
[15] Cc1c(NC(=S)N/C(=N/S(=O)(=O)c2ccc(Cl)cc2)c2ccccc2)c(=O)n(-c2ccccc2)n1C
[16] Cc1cccc(Cc2c(C)nc3c(C(=O)NCc4ccco4)cnn3c2C)c1

compound no.,9,10,11,12,13,14,15,16
TRb SRC2 PPI,-12%,-7%,2%,7%,4%,2%,4%,-5%
RECQ1 inh,-14%,-3%,-6%,-3%,i,-1%,-2%,-5%
GAA glycogen,0%,2%,13%,-13%,1%,-4%,-2%,-3%
GAA inhib,-6%,-2%,-7%,nt,-3%,-1%,-4%[15.4 µM],-4%
L3MBTL1 block,nt,10%,-7%,2%,nt,-2%,-7%,-2%
TexasRed fluor,2%,-1%,-18%,-4%,1%,1%,0%,3%
RGS12 GoLoco inh,-14%,-3%,11%,3%,17%,26%,77%[activator],20%
GAA spleen mod,-5%,nt,-11%,-3%,6%,1%,3%,-3%

[17] COc1ccc(OC)c(NC(=O)CC2SC(=Nc3ccc(F)cc3)N(CCC3=CCCCC3)C2=O)c1 (stereo not drawn)
[18] Nc1c(S(=O)(=O)O)cc(Nc2ccc(Cl)cc2)c2c1C(=O)c1ccccc1C2=O
[19] CCOC(=O)NC(NCCc1ccccc1)(C(F)(F)F)C(F)(F)F
[20] CN1CCSc2ccc(C(=O)NCc3ccccc3F)cc21
[21] Fc1ccc(-c2nnc(-c3ccc(Cl)cc3)o2)cc1
[22] COC(=O)C1=C(C)NC(=S)NC1/C=C/c1ccccc1 (stereo not drawn)
[23] Cc1sc(Cc2nc(O)cs2)nc1-c1ccccc1
[24] CCn1c(SCC(=O)NCC2CCCO2)nc2cc(S(=O)(=O)N3CCCCC3)ccc21 (stereo not drawn)

compound no.,17,18,19,20,21,22,23,24
TRb SRC2 PPI,5%,-12%,-8%,2%,5%,5%,-2%,-7%
RECQ1 inh,-8%,32µM*,16%,nt,-8%,12%,i,i
GAA glycogen,4%,nt,-2%,?,-15%,5%,-22%,2%
GAA inhib,?,nt,0%,nt,-1%,3%,-6%,-11%
L3MBTL1 block,-14%,nt,nt,-6%,8%,-1%,-2%,2%
TexasRed fluor,?,?,2%,7%,2%,0%,2%,0%
RGS12 GoLoco inh,9%,nt,0%,nt,-2%,9%,49%[activator],2%
GAA spleen mod,1%,-23%,0%,nt,6%,1%,nt,-20%

Some of the entries so far, as tab-separated lines.
No.	molecule	TRb SRC2 PPI	RECQ1 inh	GAA glycogen	GAA inhib	L3MBTL1 block	TexasRed fluor	RGS12 GoLoco inh	GAA spleen mod
21	Fc1ccc(-c2nnc(-c3ccc(Cl)cc3)o2)cc1	5%	-8%	-15%	-1%	8%	2%	-2%	6%
22	COC(=O)C1=C(C)NC(=S)NC1/C=C/c1ccccc1 (stereo not drawn)	5%	12%	5%	3%	-1%	0%	9%	1%

Continued:
[25] Brc1ccc2c(c1)c1cc(Br)ccc1n2CC1CO1 (stereo not drawn)
[26] CC(C)N(Cc1cnn(C)c1)Cc1nc(COc2ccccc2)no1
[27] C1=C(CCNCC2CCCCC2)CCCC1
[28] O=C(CSc1nnnn1-c1cccc(C(=O)O)c1)NC(c1ccccc1)c1ccccc1
[29] CC(NC(=O)c1cc(COc2c(F)cccc2F)on1)c1cnn(-c2ccccc2)c1 (stereo not drawn)
[30] CCc1ccc(/C=N/NC(=O)c2ccc(OC3CCCC3)cc2)s1
[31] Cc1ccc(S(=O)(=O)N[C@@H](CCc2ccccc2)CC(=O)C(C)(C)C)cc1
[32] Cc1ccc(CSc2nc3c(c(SCC(=O)O)n2)CCCC3)cc1

compound no.,25,26,27,28,29,30,31,32
TRb SRC2 PPI,3%,-5%,-2%,-6%[53 µM],1%[53 µM],1%,0%[11.2 µM],-9%
RECQ1 inh,3%,22%,10%,i,-21%,-1%,11%[11.5 µM],-3%
GAA glycogen,nt,?,19%,8%,-9%,3%,nt,-6%
GAA inhib,nt,5%,-9%,12%,0%,?,nt,?
L3MBTL1 block,nt,-7%,nt,-1%,12%,nt,nt,-1%
TexasRed fluor,-2%,-3%,0%,1%[53 µM],-1%[53 µM],0%,3%[11.2 µM],1%
RGS12 GoLoco inh,-1%,24%,1%,2%,-6%,-4%,nt,5%
GAA spleen mod,1%,0%,-12%,1%,3%,-2%,-4%[17.4 µM],-27%

[33] Cc1cc(C)n(-c2ccc3cccc(NS(C)(=O)=O)c3n2)n1
[34] N#Cc1nc(N2CCCC2)nc(N2CCCC2)n1
[35] C=CCn1c(Br)nc2c1c(=O)[nH]c(=O)n2C
[36] Cc1nn(Cc2ccccc2)c(Cl)c1C(=O)OC1CCOC1=O (stereo not drawn)
[37] COCCn1nnnc1C(c1ccc2ncccc2c1)N1CCc2ccccc21 (stereo not drawn)
[38] CCNC(=S)NNC(=O)c1cc(-c2cccnc2)nc2ccccc12
[39] O=[N+]([O-])c1ccc(N/N=C/c2sc(N3CCOCC3)nc2-c2ccccc2)c(S(=O)(=O)Nc2ccc(Cl)cc2)c1
[40] Cc1cccc(C)c1NC(=O)NC1(C(=O)NCCN2CCOCC2)CCCCC1

compound no.,33,34,35,36,37,38,39,40
TRb SRC2 PPI,-1%,-2%,-2%,4%,2%,-1%,8%,7%
RECQ1 inh,-8%,0%,-7%,-3%,5%,4%,i,-13%
GAA glycogen,4%,15%,3%,-5%,-9%,-17%,-17%,3%
GAA inhib,?,1%,-2%,-3%,-2%,-3%,?,-12%
L3MBTL1 block,-2%,-2%,4%,-14%,-10%,nt,-3%,nt
TexasRed fluor,-4%,0%,-4%,0%,-5%,-3%,1%,-1%
RGS12 GoLoco inh,4%,7%,0%,-13%,3%,15%,180%[activator],-3%
GAA spleen mod,-2%,-6%,6%,3%,-4%,4%,-3%,2%

[41] COCCn1c(=O)[nH]c2cc(C(=O)NCCN3CCN(c4ccc(OC)cc4)CC3)ccc2c1=O
[42] COc1ccc(N2C(=O)/C(=C\c3ccco3)N=C2SCC(=O)NC(C)C)cc1Cl
[43] CCCNS(=O)(=O)c1ccc(CCC(=O)N2CCCCC2)cc1
[44] O=C(O)C1CC=CCC1C(=O)NCCCCc1ccccc1 (stereo not drawn)
[45] COc1cc(O)c(C(CC(=O)N2CCOCC2)c2cc(OC)c(OC)c(OC)c2)c(OC)c1 (stereo not drawn)
[46] CCC(=O)O/N=C(\N)c1ccc(Oc2cc(C)c(Cl)c(C)c2)c([N+](=O)[O-])c1
[47] Cc1ccc(NC(=O)CCc2nc3ccccc3[nH]2)cc1C
[48] C(#Cc1ccc(C#CCN2CCCC2)cc1)CN1CCCC1
[49] FC(F)(F)c1nnc2c(Sc3ccccc3)nc3ccc(Cl)cc3n12
[50] Cc1ccccc1NC(=O)c1nn(-c2ccc(F)c(F)c2)ccc1=O
[51] O=C1NC[C@H](Cc2ccccc2)N(CC2CCCCC2)C1=O

compound no.,41,42,43,44,45,46,47,48,49,50,51
TRb SRC2 PPI,-20%,-5%,-2%,-2%,-10%&-4%,-7%,-3%,-8%,4%,-5%,-7%
RECQ1 inh,1%,?,-11%,i,i,7%,i,7%,-5%,i,i
GAA glycogen,-8%,10%,4%,20%,4%,-3%,-3%,7%,7%,13%,3%
GAA inhib,-5%,?,4%,-7%,nt,nt,nt,2%,-5%,4%,nt
L3MBTL1 block,-3%,-4%,-3%,4%[11.4 µM],nt,nt,nt,-10%,5%,0%[11.4 µM],nt
TexasRed fluor,1%,0%,1%,-2%,-2%&1%,0%,2%,-3%,2%,-9%,0%
RGS12 GoLoco inh,-4%,43%[activator],3%,8%,-1%,1%,7%,2%,7%,2%,2%
GAA spleen mod,3%,-6%,-17%,4%,1%&0%,3%,6%,-5%,-20%,2%,-3%

Record cards, as listed above. Screens in order: TRb SRC2 PPI	RECQ1 inh	GAA glycogen	GAA inhib	L3MBTL1 block	TexasRed fluor	RGS12 GoLoco inh	GAA spleen mod
Entry for CCCNS(=O)(=O)c1ccc(CCC(=O)N2CCCCC2)cc1 → -2%	-11%	4%	4%	-3%	1%	3%	-17%
Entry for O=C1NC[C@H](Cc2ccccc2)N(CC2CCCCC2)C1=O → -7%	i	3%	nt	nt	0%	2%	-3%

Assay outcomes deposited in PubChem BioAssay by National Center for Advancing Translational Sciences (NCATS).
